# Source: PubChem (ICCB-Longwood Screening Facility, Harvard Medical School)
# Polio RdRp inh: inhibitors of poliovirus RNA polymerase binding and polymerization; P03300; poliovirus polymerase elongation, fluorescence polarization; hits give low values; % elongation, % (compound at 16.7 µg/mL); 150,000 tested, 0.66% active; in the data active = % elongation below about 90%; note: some results filed as inactive read as strong as hits
# Target sequence (P03300 1749-2209 limits assumed): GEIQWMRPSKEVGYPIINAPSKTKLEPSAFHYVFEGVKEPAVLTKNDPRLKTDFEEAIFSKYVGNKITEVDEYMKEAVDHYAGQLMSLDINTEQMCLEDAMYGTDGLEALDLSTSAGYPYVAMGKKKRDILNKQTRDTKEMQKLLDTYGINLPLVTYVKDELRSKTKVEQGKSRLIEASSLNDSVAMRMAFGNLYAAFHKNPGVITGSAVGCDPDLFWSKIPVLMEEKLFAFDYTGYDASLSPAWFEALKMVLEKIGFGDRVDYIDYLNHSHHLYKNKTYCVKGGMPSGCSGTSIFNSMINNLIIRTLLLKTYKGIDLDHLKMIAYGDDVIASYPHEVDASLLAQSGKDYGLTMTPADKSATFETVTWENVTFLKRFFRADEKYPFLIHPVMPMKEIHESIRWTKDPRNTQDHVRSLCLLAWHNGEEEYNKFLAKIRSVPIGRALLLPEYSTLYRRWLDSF
# Polio RdRp inh FP z-score: further read-out of Polio RdRp inh, marked with its call; z-score; measured here: FP z-score; hits read low
# Active calls of the source: *; & = joins results of further samples. A portion of the library, so the mix of outcomes need not match the whole.
SMILES,Polio RdRp inh,Polio RdRp inh FP z-score
Cc1cc(C)c(-c2cc(C(F)(F)F)no2)c(=O)[nH]1,102,0.2
CN(CC(=O)NCc1ccc(Cl)cc1)S(=O)(=O)c1ccc2c(c1)CCCC(=O)N2,100,-0.9
Cc1ccccc1Nc1nnc(SCC(C)C)s1,110,0.1
OCC1(CO)COC(c2ccc(Cl)cc2Cl)=N1,100,-0.4
CCC(=O)N1CCc2cc(S(=O)(=O)N(CC)c3ccccc3)ccc21,102,-0.1
CCCCCn1cn[nH]c1=S,101,0
O=C(CSc1nc(=O)n(Cc2ccncc2)c2c1CCC2)Nc1cccc(F)c1,102,-0.6
Cc1ccc(NC(=O)c2c(C)oc3ccc(O)c(CN4CCCCCC4)c23)c(C)c1,107,0.2
COC(=O)c1sccc1S(=O)(=O)N1CCCC1,103,1
CN1CCCN(C(=O)Nc2ccc(F)cc2)c2nc3ccccc3nc21,98,-0.7
CCOC(=O)c1nccn1CC(=O)Nc1ccccc1CC,104,0.4
CCSc1nc2nn(-c3ccccc3)c(=O)c-2c2n1CCCCC2,99,-0.3

# Copied from the entries so far (two entries):
SMILES,Polio RdRp inh,Polio RdRp inh FP z-score
CCOC(=O)c1nccn1CC(=O)Nc1ccccc1CC,104,0.4
CCSc1nc2nn(-c3ccccc3)c(=O)c-2c2n1CCCCC2,99,-0.3

# New compounds follow
SMILES,Polio RdRp inh,Polio RdRp inh FP z-score
Cc1cc(C)n2cc(CSCC(=O)O)nc2n1,100,-0.4
O=C(/C=C/c1ccco1)Nc1ccccc1C(=O)OCC(=O)c1cccs1,104,0.3
CNc1ccccc1C(C)(C)c1cc(-c2ccccc2C)no1,106,0.5
COC(=O)C1=NNC(C(=O)OC)=NN1,100,-0.3
COc1cccc(CNC(=O)c2ccc(NC(=O)N3CCCCc4ccccc43)cc2)c1OC,110,0.4
Cc1ccc(CNC(=O)Cn2ccn(-c3cc(C)cc(C)c3)c(=O)c2=O)cc1,109,0.5
NNC(=O)CSc1nnc2c(n1)[nH]c1ccccc12,104,0.3
Cc1cccc(NC(=O)CSc2nc3ccc(NC(=O)COc4ccc(Cl)cc4)cc3s2)c1,103,-0.9
CCc1ccc(NC(=O)Cn2cnc3sc(C)c(S(=O)(=O)N4CCC(C)CC4)c3c2=O)cc1,101,-0.5
CC(C)c1ccc(S(=O)(=O)Nc2cc3c(cc2NCc2ccccc2)n(C)c(=O)n3C)cc1,108,-1.1
O=C(OCC(=O)N1N=C2/C(=C/c3ccco3)CCCC2C1c1ccco1)c1cccc(S(=O)(=O)N2CCOCC2)c1 (centres undefined),104,0
Cc1cccc(C2=Nc3ccccc3N=C(c3cc(Cl)ccc3O)C2)c1,101,-0.5
CC(C)(C)OC(=O)N1CCC(c2cc(=O)n3[nH]cc(C(=O)Nc4ccc(F)c(Cl)c4)c3n2)CC1,103,0.7
Cc1cc(C)cc(C(=O)Nc2ccc(-c3ccc(N4CCOCC4)nn3)cc2)c1,105,0.2
Cc1cc(Nc2ccc(Br)c(C)c2)n2nc(-c3ccco3)nc2n1,110,0.7
CCc1cc2c(cc(C(=O)NCc3ccccc3)n2C)s1,105,0.9
COc1ccccc1C1C(C(=O)N2CCCCC2)=C(C)Nc2nc3ccccc3n21 (centres undefined),106,0.1
O=C(NCc1cccs1)c1ccc2ncsc2c1,107,0.2
Cc1ccc2c(c1)c1c3n2CCN(CC#N)C3CCC1 (centres undefined),101,0.3
COc1cccc(-n2ccnc2SCC(=O)Nc2c(C)cc(C)cc2C)c1,105,-0.5
Cc1cc(Br)ccc1NC(=O)c1coc(=O)c2ccccc12,101,-1
COc1cccc(-c2nnc(NC(=O)c3ccc(S(=O)(=O)N(Cc4ccccc4)C(C)C)cc3)o2)c1,100,-0.5
Cc1cc(C(=O)/C(C#N)=N/Nc2cccc(Cl)c2)n(C(C)(C)C)n1,100,-0.3
COc1ccc(N(CC(=O)NCc2ccc(F)cc2)S(=O)(=O)c2c(C)noc2C)cc1,107,0.5
COC1=C2C[C@@H](C)C[C@H](OC)[C@H](O)[C@@H](C)/C=C(\C)[C@H](OC(N)=O)[C@@H](OC)/C=C\C=C(/C)C(=O)NC(=CC1=O)C2=O,102&100,0.3&0.2
O=C(Nc1ccc(NC(=O)c2cccnc2)cc1)c1cccnc1,105,0.6
Nc1ccc(S(=O)(=O)Nc2ncccn2)cc1,102&101,0.5&0.4
NC(=O)c1ccc(NC(=O)CCC(=O)N2CCN(S(=O)(=O)c3ccc(Cl)cc3)CC2)cc1,102,-0.1
Cc1ccn2c(=O)cc(CNCC3(N4CCCCC4)CCCCC3)nc2c1,101,-0.4
CC(C)C(=O)CC(c1ccccc1)C1C(=O)NC(=O)NC1=O (centres undefined),101,-0.1
O=C1OC(c2ccco2)=N/C1=C\c1ccco1,103,0.2
O=C(c1ccccc1)N1CCc2c([nH]c3ccccc23)C1c1ccccc1 (centres undefined),100,-0.4
N#Cc1ccc(OCC(=O)N=Nc2[nH]c(N)c3ccccc23)cc1,99,-0.3
CN(Cc1nc(-c2ccccc2)no1)C(=O)CC1CCCCC1,100,-1
CCc1cc2c(NCC3CCCO3)ncnc2s1 (centres undefined),102,0.3
C=CC(C)C(C(=O)c1ccccc1)N(C)C (centres undefined),104,0.6
CCOC(=O)/C(C)=N/Nc1ccc(OC(F)(F)F)cc1,104,0.9
O=C1/C(=C\c2cccs2)N=C(c2ccccc2)N1Cc1ccc(Cl)cc1,108,0.7
Nc1c(C(=O)Nc2ccc(Cl)cc2F)sc2nc(-c3cccs3)ccc12,118,1.2
COc1ccc(-c2nn(-c3ccccc3)cc2/C=C\C(=O)N2CCCCC2)cc1,99,-0.7
CCC(C)n1c(=O)c2sccc2n2c(CCCC(=O)NCc3ccccc3Cl)nnc12 (centres undefined),118,0.3
Cc1cccc(NC(=O)CSc2nc(=O)n(Cc3ccncc3)c3c2CCC3)c1C,108,0.5
O/N=C/c1c(F)cccc1F,105,0
CCOC(=O)CCc1c(C)c(C#N)c2nc3ccccc3n2c1C,101,0
COc1ccccc1CN(C)C(=O)c1cnc(C)cn1,103,0.1
COc1cc(/C=C2/C(=O)ON=C2C)cc(Cl)c1OCc1ccc(C)cc1,102,0.1
O=c1c2ccccc2n2c(-c3ccc(F)c(F)c3)nnc2n1CCc1ccccc1,105,-0.3
CCOC(=O)C1=C(c2ccccc2)N=C2SCC(=O)N2C1c1ccc(OCC)cc1 (centres undefined),98,-1
O=C(Cn1c(=O)oc2ccccc21)NCc1ccccc1Cl,102,-0.3
Cc1ccc(-c2noc(-c3nnn(CC(=O)Nc4ccc(C)cc4Cl)c3N)n2)cc1,108,0.2
CN(C)Cc1ccccc1C#N,103,0.1
O=C(Nc1ccccc1)N1CCn2cccc2C1c1ccccc1 (centres undefined),101,0.1
COc1cccc(NC(=O)c2ccc3c(=O)n4nc(Nc5ccccc5OC)sc4nc3c2)c1,106,-0.2
O=C(CC1N=C2c3ccccc3N=C(SCc3cccc(F)c3)N2C1=O)NCc1cccs1 (centres undefined),103,-0.8
CCOC(=O)c1ccc(NC(=O)Cn2nc(C)c3nn(-c4ccc(Cl)cc4)c(C)c3c2=O)cc1,110,0.3
CC1=C/C(=N/NC(=O)Cc2csc(N3CCOCC3)n2)CC(C)(C)C1,101,0
C=CCSc1n[nH]c(=O)n1-c1cccc(Cl)c1,106,0.6
CC1=CS/C(=C(/C#N)C(=O)N2CCCCC2)N1c1ccccc1,98,-0.5
O=C(Nc1cccnc1Cl)c1ccc(Oc2ccccc2)cc1,104,1.3
CC1(C)CC(=O)C2=C(C1)N(c1ncn[nH]1)C(N)=C(C#N)C2c1ccsc1 (centres undefined),102,0.1

# 14 structures out of the list, arranged by SMILES length, highest first.
SMILES,Polio RdRp inh,Polio RdRp inh FP z-score
CCOC(=O)c1ccc(NC(=O)Cn2nc(C)c3nn(-c4ccc(Cl)cc4)c(C)c3c2=O)cc1,110,0.3
COc1cccc(NC(=O)c2ccc3c(=O)n4nc(Nc5ccccc5OC)sc4nc3c2)c1,106,-0.2
O=C(CC1N=C2c3ccccc3N=C(SCc3cccc(F)c3)N2C1=O)NCc1cccs1 (centres undefined),103,-0.8
Cc1ccc(-c2noc(-c3nnn(CC(=O)Nc4ccc(C)cc4Cl)c3N)n2)cc1,108,0.2
CCOC(=O)C1=C(c2ccccc2)N=C2SCC(=O)N2C1c1ccc(OCC)cc1 (centres undefined),98,-1
O=c1c2ccccc2n2c(-c3ccc(F)c(F)c3)nnc2n1CCc1ccccc1,105,-0.3
COc1cc(/C=C2/C(=O)ON=C2C)cc(Cl)c1OCc1ccc(C)cc1,102,0.1
CC1=CS/C(=C(/C#N)C(=O)N2CCCCC2)N1c1ccccc1,98,-0.5
CCOC(=O)CCc1c(C)c(C#N)c2nc3ccccc3n2c1C,101,0
O=C(Nc1ccccc1)N1CCn2cccc2C1c1ccccc1 (centres undefined),101,0.1
C=CCSc1n[nH]c(=O)n1-c1cccc(Cl)c1,106,0.6
COc1ccccc1CN(C)C(=O)c1cnc(C)cn1,103,0.1
O/N=C/c1c(F)cccc1F,105,0
CN(C)Cc1ccccc1C#N,103,0.1

# The list goes on:
SMILES,Polio RdRp inh,Polio RdRp inh FP z-score
O=C1c2ccccc2S(=O)(=O)N1Cc1cccc(Cl)c1,102,0.1
CC1(C)CC(=O)C(C=NC(CO)(CO)CO)=C(O)C1,107,0.4
COc1ccc2c(c1)cc1c(=O)n(CC(=O)NC(C)CCc3ccccc3)nc(C)n12 (centres undefined),110,1.2
Cn1ccsc1=NC(=O)c1ccc(S(C)(=O)=O)cc1,102,-0.1
CC(C)=NOC(=O)c1ccc(CSc2ccc(C(F)(F)F)cn2)o1,99,-0.8
COc1ccc(C(C)(C)C)cc1NC(=O)COC(=O)C(C)C,104,0.1
CCN(CC)C(=O)COc1coc(CN2CCN(c3ccccc3)CC2)cc1=O,101,-0.4
Cc1cc(C(=O)CSc2nc(N)nc(N)n2)c(C)n1C1CCS(=O)(=O)C1 (centres undefined),101,-0.2
CSc1cc(C(C)(C)C)nn1S(=O)(=O)c1ccc(F)cc1F,106,0.4
Clc1cccc(CSc2nncn3c2cc2sccc23)c1,113,1.1
Cc1cccc(NC(c2ccccc2C)c2ccc3ccc(C)nc3c2O)n1 (centres undefined),107,0.4
CN1/C(=C\C(=O)Cn2nnc(-c3ccccc3)n2)C(C)(C)c2ccccc21,107,0.5
CCn1c(-c2ccccc2)n[nH]c1=S,101&102,0&0.2
O=C1CC(c2ccco2)CC(O)=C1C=NCC1CCNCC1 (centres undefined),100,-0.2
Cn1cccc1Cc1nnc(SCC(=O)NCc2ccco2)n1CCc1ccccc1,102,0.1
O=C(O)c1ccccc1C(=O)NCCCn1ccnc1,105,0.1
CCOC(=O)c1cc(S(=O)(=O)NCc2cccc(Cl)c2)[nH]n1,102,-1
Cc1ccc(SCCC(=O)O)cc1,102,0.1
Cc1ccc(C)c(NC(=O)Cn2c(=O)nc(-c3ccccc3)c3ccccc32)c1,109,0.5
O=C(OCc1nc2ccccc2s1)c1cccc(S(=O)(=O)N2CCCC2)c1,99,-0.4
O=C(O)c1cc(=O)[nH]c2ccc(S(=O)(=O)N3CCOCC3)cc12,105,0.4
Cc1onc(-c2ccccc2)c1C(=O)N(Cc1ccccc1)Cc1ccccc1,104,0.7
COc1cc(OC)cc(C(=O)N(C)CCOc2ccc(Cl)cc2)c1,108,0.7
COc1cc(-c2nnc(SCCOc3ccc(Cl)cc3)o2)cc(OC)c1OC,108,0
CCCNC(=O)C1CCN(c2nn3cc(-c4ccc(F)cc4)nc3s2)CC1,100,-0.5
CCc1ccccc1NS(=O)(=O)c1ccc2oc(=O)c3ncn(C)c3c2c1,105,-0.4
CCn1c(=O)cc(Nc2ccc(C)c(C)c2)[nH]c1=O,102,0.8
CN(C)c1ccc(/C=N/NC(=O)c2ccn(C)n2)cc1,101,-0.2
O=C(NCc1ccncc1)c1cc2n(n1)C(C(F)(F)F)CC(c1ccco1)N2 (centres undefined),101,-0.1
CCN(Cc1ccncc1)S(=O)(=O)c1cc(C(C)(C)C)ccc1C,98,-0.2
Fc1ccc(-c2csc(-c3nc(-c4ccc(Br)s4)cs3)n2)cc1,108,0.5
Cc1c(CC(=O)N2CCCCC2)c(=O)oc2c(C)c3occ(C(C)(C)C)c3cc12,105,-0.8
COc1ccc(N2CCN(S(=O)(=O)c3ccc(F)c(C(=O)Nc4ccccc4Cl)c3)CC2)cc1,109,0.2
Cc1ccc(NC(=O)CN(C)C(=O)Cc2c[nH]c3ccccc23)cc1,104,0
O=C(Nc1nc2c(Cl)cccc2s1)c1ccc(S(=O)(=O)N2CCc3ccccc32)cc1,104,-0.9
CCN(CCCNC(=O)CSc1cc(=O)n(CC)c2ccccc12)c1cccc(C)c1,104,-0.9
COC(=O)c1cc(-c2ccc(C)cc2)c2c(=O)n(C)c(=O)n(C)c2n1,107,0
C/C(=N\OCC(=O)O)c1ccc(Br)s1,105,0.3
COc1ccc(C)cc1NC(=O)CCc1c(C)nn(-c2ccc(N3CCCCC3)nn2)c1C,102,-0.8
CC1(C)CC(=O)C(C=NCc2ccc(F)cc2)=C(O)C1,104,0.7
COCCNC(=O)c1cc(-c2ccncc2)nc2ccc(S(=O)(=O)N3CCOCC3)cc12,99,-0.7
O=C(Cn1c(=S)[nH]c2ccccc21)c1ccc(-c2ccccc2)cc1,103,0.1
Cc1cc(C)cc(OCC(=O)NCCN2CCOCC2)c1,103,0.6
CCOc1ccc(N(CC)C(=O)c2cc3c(s2)-c2ccc(Cl)cc2SC3)cc1,113,1.1
COc1ccc(Nc2c(-c3cc(Br)ccc3O)nc3ncccn23)cc1OC,113,0.2
CC1(C)C(c2ccccc2)=[N+]([O-])C2(CCCCC2=O)N1O (centres undefined),103,0.3
Cc1ccc(C(=O)NCC(=O)OCc2c(F)cccc2Cl)s1,104,0.5
COc1cccc(C2C=C(c3ccc(C)cc3)Nc3c(C(=O)Nc4ccc(F)cc4)cnn32)c1OC (centres undefined),100,-1.1
O=C(COc1ccccc1)NCc1cccs1,103,0.3
CC(SCc1n[nH]c(=O)[nH]1)C(=O)Nc1nccs1 (centres undefined),100,0
Cc1ccccc1C(=O)Nc1cccc(NC(=O)c2ccc(C(C)(C)C)cc2)c1,101,-0.2
Cc1ncc(C[n+]2csc(CCO)c2C)c(N)n1,102&102,-0.2&0.2
CCn1c2ccccc2c2cc(P(=S)(OC)OC)ccc21,81*,-2.3*
